DAGLB inhibitor: DAGLB lipase inhibitors, primary screen, biochemical, fluorescence, HTS. Diacylglycerol lipase-beta (Homo sapiens), Q8NCG7. HEK293T DAGLB membrane lysate, EnzChek fluorogenic substrate. inhibition, % at 5.17 µM. hit rate 0.059% among 340,000. AID 504411, 2011; in the data active = inhibition above about 34%;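 also: 0% = enzyme with vehicle and 100% = wells lacking enzyme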
Target sequence (Q8NCG7 whole entry, looked up): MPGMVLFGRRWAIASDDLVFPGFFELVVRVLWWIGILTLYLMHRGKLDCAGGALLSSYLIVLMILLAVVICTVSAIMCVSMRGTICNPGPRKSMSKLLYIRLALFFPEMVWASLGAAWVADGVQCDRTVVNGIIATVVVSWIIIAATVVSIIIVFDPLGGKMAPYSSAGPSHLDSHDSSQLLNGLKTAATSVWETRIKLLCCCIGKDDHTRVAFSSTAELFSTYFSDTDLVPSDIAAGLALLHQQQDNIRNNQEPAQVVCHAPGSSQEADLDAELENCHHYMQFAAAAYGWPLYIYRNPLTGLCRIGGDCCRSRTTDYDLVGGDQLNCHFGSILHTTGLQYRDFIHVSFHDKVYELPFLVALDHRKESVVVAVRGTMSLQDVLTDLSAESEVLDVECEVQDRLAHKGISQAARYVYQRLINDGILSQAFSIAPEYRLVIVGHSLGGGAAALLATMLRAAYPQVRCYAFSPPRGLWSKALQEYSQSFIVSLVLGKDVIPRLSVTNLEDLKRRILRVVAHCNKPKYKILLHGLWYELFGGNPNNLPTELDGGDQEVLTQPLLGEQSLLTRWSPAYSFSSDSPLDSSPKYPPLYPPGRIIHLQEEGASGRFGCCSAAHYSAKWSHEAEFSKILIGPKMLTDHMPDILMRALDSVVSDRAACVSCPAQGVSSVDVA
PvdQ acylase: P. aeruginosa PvdQ acylase inhibitors, primary screen, biochemical, fluorescence, plate reader and imaging, single point; hit rate 0.063% among 340,000; purified PvdQ acylase; inhibition, % at 10 µM; in the data active = inhibition above about 30%, passing the limit was not always enough;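 also: 0% = vehicle neutral wells and 100% = reference inhibitor wells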
PfHsp90 yeast 2: growth inhibition of PfHsp90-expressing yeast, primary screen, antimalarial PfHsp90 inhibitor project, S. cerevisiae, BacTiter-Glo luminescence, single point, set 2. AID 504621, 2011. hit rate 0.32% among 310,000. BacTiter-Glo ATP, 48 h; yeast lacking PDR1 and PDR3 efflux regulators. inhibition, % at 9.4 µM;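 active = every replicate shows inhibition above about 80%, whatever the replicate mean, limit read from the data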;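 also: 0% = DMSO neutral controls and 100% = 20 µM radicicol positive controls; yeast relying on Plasmodium falciparum Hsp90 in place of its own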
Ecoli viability: E. coli V3065 growth inhibition, primary screen, counter-screen for AddAB inhibitor project, absorbance, OD600 | AID 449728, 2010 | hit rate 0.27% among 330,000 | inhibition, % at 11.9 µM | 18 h;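 active = inhibition above the campaign's mean inhibition across all tested compounds plus 3 SD, cut at about 9.9% in these data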;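 also: uninfected addAB+ strain grown without phage in ampicillin broth; 0% = DMSO wells and 100% = ciprofloxacin 0.95 µg/ml wells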
phage Ecoli inh: growth loss of phage-infected E. coli, primary screen, RecBCD inhibitor project, absorbance, with phage, HTS | inhibition, % at 11.9 µM | hit rate 0.26% among 360,000 | AID 651602, 2012; in the data active = inhibition above about 11%
Rtt109 Vps75: inhibitors of C. albicans Rtt109/Vps75 HAT, primary screen, biochemical, ThioGlo CoA-SH fluorescence, plate reader | inhibition, % at 34.9 µM | hit rate 0.16% among 330,000 | purified Rtt109/Vps75, 4 h | Histone acetyltransferase RTT109 (Candida albicans (strain SC5314 / ATCC MYA-2876)), …;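 active = inhibition of at least 50% in every replicate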
Target sequence (Q5AAJ8 whole entry, looked up): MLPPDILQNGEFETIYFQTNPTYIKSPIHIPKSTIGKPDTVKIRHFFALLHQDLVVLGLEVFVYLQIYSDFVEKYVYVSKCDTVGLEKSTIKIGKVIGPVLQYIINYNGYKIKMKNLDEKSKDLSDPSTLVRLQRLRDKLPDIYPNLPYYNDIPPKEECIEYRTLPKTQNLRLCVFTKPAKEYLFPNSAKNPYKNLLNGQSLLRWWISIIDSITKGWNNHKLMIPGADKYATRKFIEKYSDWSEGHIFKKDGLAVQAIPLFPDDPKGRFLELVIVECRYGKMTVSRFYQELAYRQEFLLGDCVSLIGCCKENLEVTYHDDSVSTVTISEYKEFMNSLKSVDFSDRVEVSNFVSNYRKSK
Wnt act: Wnt/beta-catenin pathway activators, primary screen, cell-based, plate reader, single point | Wnt/beta-catenin reporter cell assay, activator | activation, % at 9.35 µM | hit rate 1.2% among 300,000; in the data active = activation above about 30%, passing the limit was not always enough;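 also: 0% = neutral control wells and 100% = positive control wells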
AddAB inh: growth inhibition of E. coli expressing H. pylori AddAB, primary screen, AddAB inhibitor project, absorbance. inhibition, % at 11.9 µM. hit rate 0.29% among 330,000. AID 435030, 2010; in the data active = inhibition above about 12%;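 also: 0% = vehicle wells of infected cells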
CAL PDZ inh: CAL PDZ peptide-binding inhibitors, primary screen, biochemical, fluorescence polarization, Cer-tagged CAL PDZ, HTS; inhibition, % at 20 µM; hit rate 0.02% among 330,000; Golgi-associated PDZ and coiled-coil motif-containing protein (Homo sapiens), Q9HD26; AID 504414, 2011; purified CAL PDZ, TMR-peptide fluorescence polarization, 1 h;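 active = highest replicate inhibition of at least 40%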;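 also: plate controls were DMSO neutral control wells for no effect and unlabeled competitor peptide control wells for full effect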
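Read-out basis: mP drop reported as inhibition | Assay system: Tagged CAL PDZ protein CerCALP, purified | Benchmarks: Unlabelled peptide for full inhibition, DMSO wells as neutral | Schedule: 1 h incubation at room temperature before polarization reading | Buffer or medium: Sodium phosphate/NaCl buffer pH 7.4 with TCEP, IgG, Thesit | Doses: Single point, 20 µM | Measured by: Fluorescence polarization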
Tat export inh: E. coli Tat export inhibitors, primary screen, MC4100, TorA-mCherry reporter, fluorescence, single point. inhibition, % at 10 µM. hit rate 0.036% among 340,000;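 active = mean replicate inhibition at least 50% and at least half of replicates individually reaching 50%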;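 also: exported cargo escapes ClpAP degradation while cytoplasmic cargo is degraded and loses fluorescence; 0% = median of neutral control wells and 100% = median of NaSCN control wells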
Starred values were filed as active, the others as inactive; x = not tested or not shown.

SMILES	DAGLB inhibitor	PvdQ acylase	PfHsp90 yeast 2	Ecoli viability	phage Ecoli inh	Rtt109 Vps75	Wnt act	AddAB inh	CAL PDZ inh	Tat export inh
O=C(CN(CCc1ccccc1)C(=O)CNS(=O)(=O)c1ccc(F)cc1)NCC1CCCO1 (configuration not stated)	-1	-1	13	1.3	3.2	-3	x	2.4	0.2	-8
COc1ccc(N2Cc3ccccc3C2=NC(=O)c2cncc(Br)c2)cc1	0	3	-4	0.4	4.7	-12	1	3.5	-0.9	3
COc1ccc(C2C(C#N)=C(N)Oc3cc(O)ccc32)cc1C (configuration not stated)	2	-5	2	-1.4	2.3	0	0	4.0	0.8	-1
Cc1ccc(CNC(=O)c2cnccn2)cc1	1	-6	25	1.7	2.2	-5	x	2.7	-1.3	-10
CCCC(=O)Nc1c(-c2ccccc2OC)c(=O)c2ccccc2n1C	-3	-12	3	0.8	-0.8	-7	-3	-1.1	-0.7	-3
N#CCSc1ccccc1NC(=O)CN1C(=O)C(=O)N(Cc2ccccc2)C1=O	-2	-1	2	0.0	3.2	-1	-2	0.7	-0.1	-2
CC(=O)NCc1ccc(C(=O)CSc2nnc(-c3ccncc3)n2Cc2ccccc2)o1	-1	2	4	-1.9	x	6	x	0.6	-1.6	-10
COCCNC(=S)N(Cc1cc2cc(C)ccc2n2nnnc12)C1CCCC1	6	-2	13	2.9	4.6	-4	-2	1.2	-0.6	0
COc1cc(NS(=O)(=O)c2ccc(NC(=O)COc3ccc(C)cc3)cc2)nc(OC)n1	4	-6	x	-0.7	1.5	2	-3	1.9	-2.5	-3
CC1CCN(S(=O)(=O)c2ccc(C(=O)OCc3ccc4c(c3)OCO4)cc2)CC1	-2	-13	-11	1.8	1.3	-2	x	-0.5	-0.7	-7
N#C/C(=C/c1ccc2c(c1)OCO2)C(=O)NCCc1c[nH]c2ccccc12	0	-7	-16	2.6	x	-9	-1	5.2	-1.2	6
CCN(CCS(=O)(=O)c1ccc(Cl)cc1)C(=O)Nc1ccc(Cl)cc1	0	-6	36	-1.6	-1.0	4	-3	-1.3	-0.9	3
O=C(NCc1cccc(C(F)(F)F)c1)C1CCCN(c2cnccn2)C1 (configuration not stated)	0	4	-30	-2.1	2.4	23	-1	2.3	-0.1	4
Cn1cccc1/C=C1\CCc2ccccc2C1=O	-3	-1	33	2.6	2.1	4	34*	-1.3	-0.6	8
O=C1CC(c2cccc(Cl)c2)c2cc3c(cc2N1)CCC3 (configuration not stated)	1	-1	-149	3.0	0.7	-29	-6	0.1	-2.8	9
CC(C)c1ccc(/C=C/C(=O)NCCCc2ccccc2)cc1	-12	5	-1	3.9	5.4	25	x	8.3	-4.5	-7
O=C(O)c1ccccc1C1=Nc2ccc(O)cc2Oc2cc(O)ccc21	-15	-12	-5	-0.5	1.4	0	x	2.2	x	-2
Cc1cc(NC(=O)CSc2nnc(CNc3cccc(C(F)(F)F)c3)n2Cc2ccco2)no1	-2	4	-29	-1.2	1.5	1	-3	-1.4	0.0	18
CCCCNC(=O)[C@@](CC)(ONc1ccccc1C(F)(F)F)c1cccc2ccccc12	-2	-4	2	-0.5	4.4	-10	0	3.9	-0.3	0
CC(=O)c1ccc(C(=O)N2CCCC(CO)(Cc3ccccc3C)C2)s1 (configuration not stated)	0	-6	-5	x	0.6	-6	-1	x	-0.6	3

Ordered by length of the SMILES (rising): four of the compounds above
SMILES	DAGLB inhibitor	PvdQ acylase	PfHsp90 yeast 2	Ecoli viability	phage Ecoli inh	Rtt109 Vps75	Wnt act	AddAB inh	CAL PDZ inh	Tat export inh
O=C1CC(c2cccc(Cl)c2)c2cc3c(cc2N1)CCC3 (configuration not stated)	1	-1	-149	3.0	0.7	-29	-6	0.1	-2.8	9
COc1ccc(N2Cc3ccccc3C2=NC(=O)c2cncc(Br)c2)cc1	0	3	-4	0.4	4.7	-12	1	3.5	-0.9	3
N#CCSc1ccccc1NC(=O)CN1C(=O)C(=O)N(Cc2ccccc2)C1=O	-2	-1	2	0.0	3.2	-1	-2	0.7	-0.1	-2
COc1cc(NS(=O)(=O)c2ccc(NC(=O)COc3ccc(C)cc3)cc2)nc(OC)n1	4	-6	x	-0.7	1.5	2	-3	1.9	-2.5	-3

(further entries)
SMILES	DAGLB inhibitor	PvdQ acylase	PfHsp90 yeast 2	Ecoli viability	phage Ecoli inh	Rtt109 Vps75	Wnt act	AddAB inh	CAL PDZ inh	Tat export inh
CC(C(=O)c1ccc(Br)cc1)[n+]1cccc2ccccc21 (configuration not stated)	-2	-24	-2	0.1	0.9	1	4	-0.1	-1.0	0
CCCc1c(C(=O)N/N=C(/C)c2ccncc2)nnn1-c1nonc1N	-2	0	7	0.1	-2.9	-11	2	-2.4	-0.2	3
COc1cc(CN2CCN(CCOCCO)CC2)cc(OC)c1OC	2	-12	-43	-0.7	4.4	-9	x	1.7	x	8
COc1cc(OC)c(C(=O)O/N=C(\N)c2ccccc2)cc1OC	-2	-4	12	1.4	1.7	-5	8	1.5	-1.0	-11
CCOC(=O)c1[nH]c2ccc(OC)cc2c1NC(C)=O	2	-11	-22	1.8	4.0	3	x	0.9	x	-4
CN1C(=O)c2cccc(N(C)C)c2C1=O	1	-11	11	-0.1	1.1	-5	-3	3.2	-2.0	2
O=C1CCCN1CCCNCC(=O)N1c2ccccc2Sc2ccccc21	-2	-7	-2	-1.7	-1.1	-8	-3	1.4	x	-6
CS(=O)(=O)c1cccc(C(=O)OCC(=O)NCc2cccs2)c1	1	-8	-6	-1.0	3.6	-6	-1	-1.1	-0.4	1
CCc1ccc(NC(=O)Cn2cnc3c(=O)n(C)c(=O)n(C)c32)cc1	2	-8	-12	1.1	2.6	9	0	2.7	-5.1	8
COc1ccc(NC(=O)Nc2ncccc2C)cc1	-1	10	-5	-2.5	3.7	1	18	0.9	-1.7	-1
CCOc1ccc(N(CC(=O)Nc2ccccc2C)S(=O)(=O)c2c(C)[nH]c(=O)[nH]c2=O)cc1	2	-6	13	1.7	2.1	0	6	-1.3	-1.7	7
O=C(Cc1ccccc1Cl)N/N=C/c1cccnc1	1	4	2	-0.7	3.2	-3	-5	1.3	-1.2	-5
COc1ccc(NC(=S)N2N=CCC2c2ccccc2)cc1 (configuration not stated)	3	-4	x	-0.6	2.3	-4	x	0.8	-0.6	0
Nc1ccc(C(=O)c2ccc3c(c2)OCCO3)cc1N	1	-11	-2	1.7	x	-9	-1	3.4	-2.2	1
CC(C)(C)N1C(=O)[C@H]2[C@@H](c3ccc(Br)cc3)N3C(=O)N(c4ccc(Br)cc4)C(=O)[C@@]3(Cc3ccccc3)[C@H]2C1=O	-10	-19	1	2.6	x	-1	x	3.5	-0.1	-6
COCCN(CC(=O)Nc1ccccc1C(F)(F)F)C(=O)c1ccc(-n2cccn2)cc1	1	13	0	-1.8	0.8	-3	0	0.4	0.8	4
Cc1c(C)n(C)c2ccc(C(=O)NCCCN3CCOCC3)cc12	1	0	-2	-1.6	-0.4	13	-8	0.9	-1.0	-4
Cc1ccc(C)c(NC(=O)C2CC(O)CN2C(=O)Oc2ccccc2)c1 (configuration not stated)	-1	5	9	-2.1	0.6	-4	-2	-0.2	-2.0	4
COc1cc(C2CC(=O)c3cnc(NC(C)=O)nc3C2)cc(OC)c1OC (configuration not stated)	-2	6	12	0.1	2.6	5	x	0.7	-0.1	-8
COCCn1c(COc2ccc(C)cc2)nc2ccccc21	-4	-10	10	-0.6	2.6	-3	0	1.3	1.2	-4
NC(=O)NC(=O)COC(=O)c1ccccc1OCc1ccc(F)cc1	0	-12	-9	-0.8	-0.4	-8	4	-2.2	-2.7	-3
CC(=O)C(Cc1ccccc1)NC(=O)COC(=O)CCN1C(=O)C2CC=CCC2C1=O (configuration not stated)	0	-13	-19	-3.5	0.2	-9	x	-2.1	-0.4	1
Cc1ccc(C(=O)NC(=S)Nc2ccccc2N2CCOCC2)cc1C	-8	2	4	2.4	x	-22	x	2.5	-2.8	3
COC(=O)c1ccc[n+](CCc2c[nH]c3ccccc23)c1	0	-5	8	-0.8	3.5	-2	-1	5.0	0.9	-2
c1ccc(Cn2nnc3c(NCC4CCCO4)nc(C4CC4)nc32)cc1 (configuration not stated)	-2	-11	4	1.9	2.0	7	0	3.1	-0.8	6
COC(=O)c1ccc(NC(=O)CN2CCN(S(=O)(=O)c3ccc(Br)cc3)CC2)cc1	-1	-12	-2	-2.2	0.2	1	0	3.2	-2.7	4
CC(C(=O)OCc1nnc(-c2ccccc2)o1)N1C(=O)c2ccccc2C1=O (configuration not stated)	-3	-13	6	1.5	2.1	-2	x	1.4	x	-7
CCOc1ccc(/C=N/NC(=O)C2CCCC2)c(OCC)c1	-2	-2	-4	0.6	0.2	-2	-1	-0.7	-1.1	4
CCN(CC)C(=O)NC1CC2CCCC(C1)N2Cc1ccccc1 (configuration not stated)	-1	-1	6	-0.9	3.3	-6	-2	-3.2	1.6	-2
COC(=O)c1c(NC(=O)c2cccnc2)sc(C)c1C	-5	-5	-20	-0.4	x	-17	x	3.3	-3.1	-5

Compound profiles, as listed above. Order of screens: DAGLB inhibitor, PvdQ acylase, PfHsp90 yeast 2, Ecoli viability, phage Ecoli inh, Rtt109 Vps75, Wnt act, AddAB inh, CAL PDZ inh, Tat export inh
Profile of `CC(=O)C(Cc1ccccc1)NC(=O)COC(=O)CCN1C(=O)C2CC=CCC2C1=O` (configuration not stated) : 0, -13, -19, -3.5, 0.2, -9, x, -2.1, -0.4, 1
Profile of `CCOc1ccc(/C=N/NC(=O)C2CCCC2)c(OCC)c1` : -2, -2, -4, 0.6, 0.2, -2, -1, -0.7, -1.1, 4
Profile of `COC(=O)c1ccc(NC(=O)CN2CCN(S(=O)(=O)c3ccc(Br)cc3)CC2)cc1` : -1, -12, -2, -2.2, 0.2, 1, 0, 3.2, -2.7, 4
Profile of `NC(=O)NC(=O)COC(=O)c1ccccc1OCc1ccc(F)cc1` : 0, -12, -9, -0.8, -0.4, -8, 4, -2.2, -2.7, -3
Profile of `CCN(CC)C(=O)NC1CC2CCCC(C1)N2Cc1ccccc1` (configuration not stated) : -1, -1, 6, -0.9, 3.3, -6, -2, -3.2, 1.6, -2

The list continues:
SMILES	DAGLB inhibitor	PvdQ acylase	PfHsp90 yeast 2	Ecoli viability	phage Ecoli inh	Rtt109 Vps75	Wnt act	AddAB inh	CAL PDZ inh	Tat export inh
S=C(NC1CCCCC1)NN(c1ccccc1)c1ccccc1	-2	-6	-25	1.5	5.0	-8	-2	1.6	-0.8	-3
Cc1cc(=O)n2[nH]c(-c3ccc(C(C)(C)C)cc3)cc2n1	3	9	1	0.7	1.8	1	x	2.1	-4.0	1
Cc1cccc(C(=O)OC(C)C(=O)NCC2CCCCC2)c1O (configuration not stated)	-2	-19	-8	-1.3	1.3	-5	-2	1.3	-1.6	-6
Cc1nn(-c2ccccc2)cc1/C=N/NS(=O)(=O)c1ccccc1	0	-10	2	0.0	2.6	x	-7	1.3	-3.1	0
O=C(OCC(=O)N1CCCC1=O)c1cc(S(=O)(=O)N2CCOCC2)ccc1Cl	0	-11	x	-0.3	2.9	-11	-1	-1.4	-1.7	-6
